From PubChem
PTHR1 ag = PTHR1 (human) receptor agonism. Q03431. HEK293 GP2 PTHR1 cells, GloSensor cAMP luminescence, 1 h. Potency, µM (titrated, usually from 115 µM), without a hit: at the top dose activation, hits mostly activators. 410,000 tested, 0.075% active; also: potency is read from the fitted curve at half-maximal effect; nearly all actives have a fitted effect of over 55% in size; some results filed as inactive show a strong effect at the top dose; inactives centre near -15; many of its hits are not listed in these tables
Target sequence (Q03431 whole entry, looked up): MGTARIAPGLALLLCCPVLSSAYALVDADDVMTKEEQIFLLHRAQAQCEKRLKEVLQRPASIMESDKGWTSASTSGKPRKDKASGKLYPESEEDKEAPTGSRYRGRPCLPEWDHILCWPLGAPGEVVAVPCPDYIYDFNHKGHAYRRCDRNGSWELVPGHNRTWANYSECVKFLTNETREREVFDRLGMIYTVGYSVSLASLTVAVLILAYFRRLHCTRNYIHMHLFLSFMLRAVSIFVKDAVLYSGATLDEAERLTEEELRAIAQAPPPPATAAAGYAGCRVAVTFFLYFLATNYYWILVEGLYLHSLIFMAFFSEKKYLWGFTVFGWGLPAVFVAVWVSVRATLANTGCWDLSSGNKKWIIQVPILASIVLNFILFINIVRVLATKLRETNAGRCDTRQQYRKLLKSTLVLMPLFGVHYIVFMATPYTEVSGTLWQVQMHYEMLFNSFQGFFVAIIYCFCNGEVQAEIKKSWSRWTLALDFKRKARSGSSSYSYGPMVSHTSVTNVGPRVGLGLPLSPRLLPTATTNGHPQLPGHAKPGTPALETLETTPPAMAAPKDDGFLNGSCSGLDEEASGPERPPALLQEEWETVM
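HEK-293-derived GP2 cells expressing PTHR1 and a GloSensor cAMP reporter, 3,000/well, plated overnight, given luciferin plus IBMX (each 0.5 mM as added) for 1 h at 37 °C, then compound for 1 h at 37 °C. Luminescence was read after 15 min at room temperature.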
GLP1R ag = GLP-1 receptor (human) agonism; Potency, µM (doses to about 45.6 µM), inactives show at the top dose activation, usual class: activators; HEK293 GLP-1R CRE-luciferase, luminescence, 4-6 h; cells express a hypersensitive GLP-1R form; 380,000 tested, 0.007% active; AID 624172; P43220; also: potency is read from the fitted curve at half-maximal effect; % of control where 0% means no effect
TDP-43 yeast inh = rescues yeast growth from TDP-43 toxicity. TDP-43 expressing yeast growth rescue, BacTiter-Glo, 24 h. Potency, µM (highest dose often 46.1 µM), inactives show at the top dose growth rescue (activation), usual class: activators. 410,000 tested, 1.8% active; also: potency is read from the fitted curve at half-maximal effect; % of control where 0% means no effect; nearly all actives have a fitted effect of over 50% in size
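Yeast expressing TDP-43 (pregrown in raffinose, seeded at OD600=0.02 in galactose medium) exposed to compounds 24 hr at 30 deg C. Growth read by BacTiter-Glo luminescence; rescue of toxicity appears as increased signal.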
D3 antag = blocks the human D3 dopamine receptor; P35462; 360,000 tested, 2.5% active; max response, negative = inhibition, %; D3R cells, DiscoveRx beta-arrestin luminescence, antagonist mode; hits give low values; AID 652054; in the data active = max response below about -50%; inconclusive = no clear call, values can overlap the other calls; also: % is scaled to controls: 0 for no effect and ±100 for the full control effect; mostly tested at two doses, the higher about 12 µM
Target sequence (P35462 whole entry, looked up): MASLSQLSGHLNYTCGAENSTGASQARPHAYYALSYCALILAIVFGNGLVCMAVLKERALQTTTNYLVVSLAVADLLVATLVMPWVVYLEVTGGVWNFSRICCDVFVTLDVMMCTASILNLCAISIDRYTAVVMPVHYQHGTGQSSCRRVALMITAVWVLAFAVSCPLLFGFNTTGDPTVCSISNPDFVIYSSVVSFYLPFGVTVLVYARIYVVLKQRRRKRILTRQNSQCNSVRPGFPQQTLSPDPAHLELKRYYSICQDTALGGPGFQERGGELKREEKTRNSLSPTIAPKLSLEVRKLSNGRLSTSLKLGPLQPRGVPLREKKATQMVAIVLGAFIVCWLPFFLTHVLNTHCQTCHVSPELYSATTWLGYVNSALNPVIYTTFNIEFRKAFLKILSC
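Cells expressing the human receptor were seeded at 1500 cells/well, incubated overnight at 37 degrees C in 5% CO2, then exposed to library compounds with dopamine controls for 90 minutes at 37 degrees C before luminescent detection.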
D3 ag = D3 dopamine receptor (human) agonism | AID 652048 | P35462 | D3R DiscoveRx beta-arrestin cells, luminescence, 90 min | 410,000 tested, 0.58% active | max activation, %; in the data active = max activation above about 30%; also: 0% is about no effect; mostly tested at two doses, the higher about 12 µM
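Agonist mode: compounds and dopamine controls were applied to plated cells for 90 min at 37 degrees C after an overnight attachment at 1500 cells/well. Luminescent read-out followed 30 - 60 minutes at room temperature with DiscoveRx detection reagent.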
GLP-1R inv ag = acts as inverse agonist at human GLP-1 receptor; HEK293 GLP-1R CRE-luciferase, luminescence, 24 h; GLP-1R form is constitutively active; Potency, µM (top dose mostly 38.3 µM), for inactives: at the highest dose activity change, negative = inhibition, hits mostly inhibitors; 410,000 tested, 1.6% active; also: potency is read from the fitted curve at half-maximal effect; % is scaled to controls: 0 for no effect and ±100 for the full control effect; nearly all actives have a fitted effect of over 55% in size
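Cells are plated, allowed 12 hours at 37 deg C, then treated with compounds for 24 hr before luciferase detection reagent is added and luminescence is read after 12 min at room temperature. The HEK293 line carries constitutively active GLP-1R with a cAMP-responsive reporter.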
KB-V1 cytotox = KB-V1 MDR subline cytotoxicity | 400,000 tested, 3.4% active | Potency, µM (top dose mostly 46.1 µM), for the others: top-dose activity change, negative = cytotoxicity, hits mostly cytotoxic | KB-V1 MDR cells viability, CellTiter-Glo, 72 h; also: potency is read from the fitted curve at half-maximal effect; % is scaled to controls: 0 for no effect and ±100 for the full control effect; nearly all actives have a fitted effect of over 60% in size
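Readout: CellTiter-Glo luminescence, 10 min after addition. Cells: KB-V1 MDR subline, 72 h at 37 degrees C with compound. Analysis: corrected, normalized data fitted to concentration-effect curves.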
HEK293 tox = cytotoxic in the GLP-1 receptor inverse agonist counter-screen. HEK293 cAMP-luciferase reporter cells, luminescence, 24 h. Potency, µM (highest dose often 38.3 µM), for the others: top-dose activity change, negative = inhibition, hits mostly inhibitors. 410,000 tested, 0.13% active. AID 624418;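 also: loss of luciferase light is scored as toxicity; potency is read from the fitted curve at half-maximal effect; % is scaled to controls: 0 for no effect and ±100 for the full control effect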
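Luminescence readout: signal drop marks cytotoxicity. Plated cells grew 12 h at 37 °C, 5% CO2, received 23 nL compound for 24 h, then got luciferase reagent, read after 12 min at RT.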
aSyn yeast inh = rescues yeast growth from alpha-synuclein toxicity | Yeast expressing alpha-synuclein, growth rescue, BacTiter-Glo, 24 h | Potency, µM (titrated, usually from 46.1 µM), without a hit: at the highest dose growth rescue (activation), hits mostly activators | 370,000 tested, 0.14% active | AID 652106; also: potency is read from the fitted curve at half-maximal effect; % of control where 0% means no effect; nearly all actives have a fitted effect of over 65% in size
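Rescue of yeast growth: cells expressing toxic alpha-synuclein, induced in galactose at OD600 0.02, incubated with compound 24 h at 30 C. ATP luminescence quantified growth; inhibitors of toxicity appear as activators.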
An asterisk follows results filed as active; i = inactive; ? = inconclusive; / = not tested or not shown; [ ] = dose if it differs, or a comment. Unless noted, calls follow the shape of the dose curve; as a rule, active = well fitted curve in the direction sought with a large enough effect; inconclusive = small, poorly fitted or top-dose-only effect, or another doubt; inactive = no such curve, though single readings can be large; an effect the other way counts as inactive or inconclusive. Some of the compounds tested, so the mix of outcomes need not match the whole.

Results follow in this order: HEK293 tox	PTHR1 ag	TDP-43 yeast inh	D3 ag	D3 antag	GLP1R ag	aSyn yeast inh	KB-V1 cytotox	GLP-1R inv ag
(1) Cc1ccc(-n2nc(C(=O)N3CCN(C)CC3)c3c4ccccc4n(C)c3c2=O)cc1
→ -6%	i	5%	0	13	-5%	1%	9%	-3%
(2) COc1ccccc1CC(=O)Nc1ccc(Cl)cc1C(=O)O
→ -11%	-14%	23%	-1	2	1%	0%	3%	5%
(3) Cn1c2c(c(=O)n(C)c1=O)C(c1ccc(Cl)cc1)C(C#N)=C(N)O2 (stereo not drawn)
→ 34%[activator]	i	-19%	-5	7	-3%	-1%	4%	4%
(4) CCOC(=O)Cc1csc(NC(=O)CCSc2ccccc2)n1
→ -10%	-6%	/	10	-6	4%	-11%	-11%	?
(5) CCn1ncc(/C=N\NC(=O)c2cc(-c3ccc(C)cc3C)nc3ccccc23)c1C
→ ?	i	9%	0	5	-3%	1%	?	-8%
(6) O=C(O)c1cncc(Br)c1
→ -10%	i	-9%	2	0	-1%	0%	-5%	-16%
(7) C=CCSc1nc2ccccc2c(=O)n1Cc1ccccc1
→ 1%	i	-22%	-13	-15	19%	15%	?	?
(8) O=C(Nc1ccc(C(=O)N2CCCC2)cc1)c1ccc(F)cc1Cl
→ 14%	i	0%	0	-1	-3%	-1%	-28%	10%
(9) CCOc1ccc(S(=O)(=O)NCCC(=O)N2CCN(c3ccccc3O)CC2)cc1
→ 13%	-27%	16%	5	15	-13%	-2%	-28%	-7%
(10) CCOc1ccc(NC(=O)COc2nsnc2N2CCOCC2)cc1
→ 8%	-17%	11%	8	-1	3%	2%	-13%	1%
(11) CCc1ccccc1NC(=O)CNC(=O)CSC(=S)N1CCCC1
→ -4%	i	25%	0	-6	-7%	0%	-27%	0%
(12) Cc1n[nH]c(=S)n(/N=C/c2cccc([N+](=O)[O-])c2)c1=O
→ 9%	7%	-12%	5	10	1%	-6%	23%	30%
(13) COc1ccc(C(=O)CSc2nnc(NC(=O)C3CC(=O)N(c4ccccc4)C3)s2)cc1 (stereo not drawn)
→ 11%	-13%	-13%	3	-2	0%	0%	-23%	40%[activator]
(14) C[C@H](Nc1ncnc2sc3c(c12)CCC3)C(=O)O
→ -16%	-3%[57.5 µM]	-3%	5	29	-12%	-11%	?	6%
(15) CCNC(=O)c1ccccc1NC(=O)C1CC(=O)N(C(C)C)C1 (stereo not drawn)
→ -14%	i	14%	11	2	2%	-4%	0%	-2%
(16) CCOC(=O)N(Cc1ccccc1)C1CC1
→ 14%	i	0%	-4	-2	-2%	-2%	1%	-23%
(17) CCOC(=O)Cn1ccc(NC(=O)COc2ccc(F)cc2F)n1
→ 5%	i	11%	1	-1	4%	1%	3%	0%
(18) Cc1c(NS(=O)(=O)c2cccs2)cccc1-c1nc2cccnc2s1
→ 3%	-41%[inhibitor]	22µM*	5	-4	13%	?	-2%	-23%
(19) CC(NC(=O)NC(=O)c1ccc(F)cc1)C1CC1 (stereo not drawn)
→ -12%	-49%[inhibitor]	0%	-23	4	7%	8%	3%	5%
(20) CN(Cc1ccccc1)C(=O)c1nc2ccccn2c1CN1CCc2sccc2C1
→ -5%	i	-3%	-1	11	14%	6%	-18%	?
(21) Cc1cccc(CCNC(=O)CCc2c(C)nc3c(c(C)nn3-c3ccccc3)c2C)c1
→ 5%	-11%	24%	-2	/	/	/	?	10%
(22) COc1ccccc1N1CCN(C(=O)Cn2ncc3c(=O)oc4ccccc4c32)CC1
→ -7%	-29%	9%	-4	/	-2%	/	16%	-27%
(23) CCc1ccc(NC(=O)C2CCCN2S(=O)(=O)c2ccc3c(c2)CCCC(=O)N3)cc1 (stereo not drawn)
→ 2%	-31%[inhibitor]	9%	1	/	/	/	-4%	1%
(24) O=C1N/C(=C/c2cccn2-c2ccc(F)cc2)C(=O)N1Cc1ccccc1
→ 237%[activator]	-17%	-22%	20	20	-9%	3%	?	0%
(25) Fc1ccc(C(CCNCc2cccs2)c2ccco2)cc1 (stereo not drawn)
→ -10%	i	4%	-3	-5	13%	5%	-16%	?
(26) Cc1ccc(-c2ccc(CCC(=O)O)n2CC2CCCO2)cc1 (stereo not drawn)
→ 4%	-4%[57.5 µM]	-17%	7	8	4%	4%	-12%	0%
(27) O=C(CN1C(=O)c2ccccc2S1(=O)=O)NC(Nc1ccccc1F)C(Cl)(Cl)Cl (stereo not drawn)
→ -16%	-15%	-24%	-5	-15	12%	11%	?	12%
(28) COc1ccc(-c2n[nH]c(=S)n2Cc2ccco2)cc1
→ -21%	i	-11%	-2	6	4%	-1%	16%	0%
(29) C=CCn1c(C)cc(C(=O)COC(=O)[C@@H](NC(=O)c2ccccc2Cl)C(C)C)c1C
→ -1%	-10%	-8%	-2	-19	1%	13%	-14%	-32%
(30) Nc1c(-c2ccccc2)cnn1-c1cccc([N+](=O)[O-])c1
→ 22%	i	20µM*	-3	9	15%	2%	23µM*	39%[activator]
(31) COc1cccc(CNC(=O)COC(=O)c2cccc(S(=O)(=O)N3CCN(C(C)=O)CC3)c2)c1
→ 9%	i	13%	2	3	6%	5%	/	20%
(32) COC(=O)[C@@H]1[C@@H](C#N)C2(c3ccccc3-c3ccccc32)N(c2ccc(Cl)cc2)N1C#N
→ ?	i	?	-6	-54*	-3%	-29%	?	?
(33) CC(C)c1nnc(N2C(=O)c3oc4ccccc4c(=O)c3C2c2ccco2)s1 (stereo not drawn)
→ 9%	i	13%	10	34	-1%	4%	?	20%
(34) O=C(O)c1nsc(Cl)c1Cl
→ -8%	i	-9%	3	3	-6%	0%	4%	2%
(35) COc1ccc(NC(=O)c2ccccc2NC(=O)c2ccco2)cc1
→ -25%	i	-5%	-12	1	8%	2%	?	10%
(36) O=C(CCc1nnc2ccc(NCc3ccco3)nn12)N1CCCCC1
→ 1%	i	23%	15	7	10%	0%	11%	8%
(37) c1ccc(Nc2nc(-c3ccncc3)cs2)cc1
→ 9%	-33%[inhibitor][57.5 µM]	11%	-2	?	-1%	7%	-1%	?
(38) Cc1nc(SCc2ccc(Br)cc2)[nH]c(=O)c1C
→ 6%	-22%[57.5 µM]	?	-7	8	26%	16%	-29%	-7%
(39) CCc1nc2ccc(C(=O)N(C)CC(=O)Nc3cccc(F)c3)cc2nc1CC
→ -28%	i	18%	-5	18	20%	3%[1.84 µM]	-9%	?
(40) Clc1ccccc1Cn1cccc1C1=NC(Cc2ccccc2)CO1 (stereo not drawn)
→ 3%	-47%[inhibitor]	18%	-2	/	-1%	/	-3%	?
(41) CC(C)(C)NC(=S)NC1CC1
→ 5%	i	5%	-1	43	0%	0%	19%	16%
(42) CCCCc1ccc(NC(=O)CC(C)=O)cc1
→ ?	i	6%	20	9	-10%	9%	-12%	-2%
(43) CCC(=O)Nc1cccc(-c2nnc(SCC(=O)c3ccccc3)n2C)c1
→ 0%	-9%[57.5 µM]	8%	-8	-52*	-6%	0%	5%	12%
(44) COc1ccccc1/C=N/NC(=O)CN(C1=NS(=O)(=O)c2ccccc21)c1ccccc1
→ 57%[activator]	-61%[inhibitor]	-31%[inhibitor]	3	-24	4%	-2%	-7%	-9%
(45) Cc1nc2ccc(Cl)cn2c1[N+](=O)[O-]
→ 4%	-22%	25%	0	13	6%	-1%	12%	-1%
(46) CC(=O)Nc1ccc(C(=O)NNC(=O)c2cc([N+](=O)[O-])cc([N+](=O)[O-])c2)cc1
→ 7%	i	-7%	-1	-22	1%	-6%	5%	8%
(47) O=C(Nc1ccc(F)cc1)c1cccn1-c1nnc(N2CCCCC2)s1
→ -6%	i	2%	-20	/	/	/	-6%	-2%
(48) CN1/C(=C\C=N\NC(=O)c2cccnc2)C(C)(C)c2ccccc21
→ -23%	-9%	-2%	-1	-19	0%	-8%	1%	6%
(49) CCOc1ccc(C2C(C(=O)Nc3ccc(C)cc3C)=C(C)Nc3c(C(=O)Nc4ccc(C)cc4)cnn32)cc1OC (stereo not drawn)
→ -6%	i	25%	6	/	/	/	/	4%
(50) O=S(=O)(NCCSc1ccccc1)c1ccc2c(c1)OCCO2
→ -11%	i	?	3	13	3%	4%	-3%	?
(51) CC(C)c1ccc(S(=O)(=O)Nc2ccc(SC(F)F)cc2)cc1
→ 6%	-32%[inhibitor]	-92%[inhibitor]	0	4	-6%	-33%[inhibitor]	?	?
(52) CCOC(=O)c1c(NC2OC(=O)c3c2ccc(OC)c3OC)sc(C(=O)OC(C)(C)C)c1C (stereo not drawn)
→ -10%	-36%[inhibitor]	25%	9	3	?	-1%	9%	?
(53) CC(=O)Nc1ccc(-c2ccnc3c2CC(C(=O)Nc2cccnc2)O3)cc1 (stereo not drawn)
→ -10%	5%	?	4	17	5%	6%	5%	-23%
(54) COc1ccc(CC(NC(C)=O)C(=O)NC2CCN(c3nc(C)cc(C)c3C#N)CC2)cc1 (stereo not drawn)
→ 7%	-31%[inhibitor]	-1%	1	7	13%	1%	-29%	6%
(55) O=[N+]([O-])c1cccc(NC(=S)NCc2ccncc2)c1
→ -4%	-10%	1%[9.22 µM]	-2	4	21%	4%	17%	9%
(56) COc1ccc(S(=O)(=O)N2CCN(Cc3cccc(OC)c3OC)CC2)cc1
→ 9%	-16%	-6%	-6	-8	7%	-3%	-13%	-10%
(57) O=C1/C(=C\c2cc(Br)cc(Br)c2O)SC(=S)N1Cc1ccccc1
→ -10%	-39%[inhibitor]	-27%	-21	?	0%	-22%	-12%	?
(58) Cc1ccc2c(CC(=O)N3CCOCC3)coc2c1
→ -6%	i	5%	3	19	-3%	0%	13%	2%
(59) Cc1nn2c(=O)cc(COC(=O)c3ccccc3NC(=O)COc3ccccc3C)nc2s1
→ 9%	-16%	19%	-1	/	/	/	/	19%
(60) CCOc1ccc(S(=O)(=O)N(CC(=O)O)c2ccc(C)cc2)cc1
→ -2%	0%[57.5 µM]	-13%	14	17	11%	3%	27%	4%
